Rv3671c inh: inhibitors of M. tuberculosis serine protease Rv3671c; actives 0.048% (n = 320,000); inhibition, % at 5.96 µM; in the data active means inhibition above about 38%;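 further: extracellular domain of Rv3671c used as enzyme; 0% = enzyme with DMSO and 100% = no enzyme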
Target sequence (P9WHR9 whole entry, looked up, the tested form may be a part): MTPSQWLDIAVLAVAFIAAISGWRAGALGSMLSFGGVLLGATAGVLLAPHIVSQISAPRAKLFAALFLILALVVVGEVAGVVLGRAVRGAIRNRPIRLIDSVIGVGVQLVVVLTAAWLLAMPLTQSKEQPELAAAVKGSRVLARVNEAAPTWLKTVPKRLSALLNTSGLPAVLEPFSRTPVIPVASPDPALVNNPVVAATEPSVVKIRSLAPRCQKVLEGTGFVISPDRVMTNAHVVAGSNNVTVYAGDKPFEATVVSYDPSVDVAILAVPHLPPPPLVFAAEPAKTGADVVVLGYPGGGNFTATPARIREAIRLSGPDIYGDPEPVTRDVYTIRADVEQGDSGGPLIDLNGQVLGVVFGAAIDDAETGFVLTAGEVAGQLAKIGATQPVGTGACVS
BoNT A protease: blocks Botulinum neurotoxin A light chain protease | multiplex microsphere protease substrate cleavage, flow cytometry | inhibition, % at 10 µM | actives 0.17% (n = 360,000) | AID 588499; further: plate controls were buffer without enzyme for full effect and enzyme alone for no effect
Anthrax LF prot: anthrax lethal factor protease inhibition. P15917. multiplex microsphere protease cleavage assay, LF. actives 0.12% (n = 360,000). AID 588501. inhibition, % at 10 µM; further: plate controls were buffer without enzyme for full effect and enzyme alone for no effect
DUSP3 inh: inhibitors of human VHR1 phosphatase (DUSP3) | inhibition, % at 13.3 µM | actives 0.52% (n = 290,000) | P51452 | recombinant VHR phosphatase, pNPP absorbance | AID 1654; in the data active means inhibition above about 50%; further: some compounds called inactive have numbers as strong as hits
Target sequence (P51452 whole entry, looked up): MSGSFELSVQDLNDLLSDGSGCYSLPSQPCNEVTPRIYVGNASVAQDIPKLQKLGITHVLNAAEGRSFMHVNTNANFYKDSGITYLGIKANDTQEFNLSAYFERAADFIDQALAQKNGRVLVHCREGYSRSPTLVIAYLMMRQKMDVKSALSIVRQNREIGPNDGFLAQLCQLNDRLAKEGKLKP
MazEF act: MazEF (E. coli) toxin RNase activation; AID 504720; P0AE70; activation, % at 20 µM; actives 0.32% (n = 350,000); FAM/BHQ RNA-DNA oligo cleavage fluorescence, 5 h; in the data active means activation above about 50%
Target sequence (P0AE70 whole entry, looked up): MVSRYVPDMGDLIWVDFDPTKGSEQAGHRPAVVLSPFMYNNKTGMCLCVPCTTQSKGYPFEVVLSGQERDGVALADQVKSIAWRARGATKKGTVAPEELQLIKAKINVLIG
3CLpro inhibitor: SARS-CoV 3CLpro protease inhibition; actives 0.14% (n = 290,000); recombinant SARS-CoV 3CLpro, quenched FRET peptide cleavage; inhibition, % at 6 µM; P0C6X7; in the data active means inhibition above about 12%
SSB-PriA inh: K. pneumoniae PriA-SSBct interaction inhibition | AlphaScreen SSBct-PriA binding, biotinylated peptide | inhibition, % at 33 µM | actives 0.6% (n = 430,000) | AID 1272365; in the data active means inhibition mostly above about 37%, no sharp cut-off; inactive means mostly below about 20%;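 further: plate controls were negative control peptide for no effect and reference peptide for full effect; strong numbers were not always called active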
PrPC TRFRET: inhibitors of human cell surface prion protein PrPC; inhibition, % at 13.8 µM; AID 720596; actives 0.43% (n = 370,000); TR-FRET read-out; in the data active means inhibition above about 24%; further: 0% = median of the test wells and 100% = reference compound wells
CCHFV vOTU inh: CCHFV vOTU protease inhibition; Pep-AMC fluorescence; inhibition, % at 11.5 µM; actives 0.55% (n = 370,000); AID 651958; in the data active means inhibition above about 30%; further: 0% = vehicle wells with enzyme and 100% = no enzyme wells
BoNT-F LC inh: blocks Botulinum neurotoxin F light chain protease; Multiplex microsphere protease cleavage assay, flow cytometry; inhibition, % at 10 µM; actives 0.22% (n = 360,000); in the data active means inhibition above about 35%, passing the limit was not always enough; inconclusive means no clear call, values can overlap the other calls; further: plate controls were buffer without enzyme for full effect and enzyme alone for no effect
The depositor's hits bear a star; ? = inconclusive; · = no result given; & = joins results of further samples. Unless noted, no stated cut-off is given here; in the data, active means inhibition above about 30%; inconclusive means no clear call, values can overlap the other calls; inactive means below that. This is a subset. The share of hits here may be higher or lower than overall.

Structure,Anthrax LF prot,BoNT-F LC inh,BoNT A protease,3CLpro inhibitor,PrPC TRFRET,SSB-PriA inh,Rv3671c inh,DUSP3 inh,CCHFV vOTU inh,MazEF act
Cc1ccc(-c2nnn(CCC(=O)NC3CCCC3)n2)cc1,0,5,1.0,-4,-4,-3,0,-7,-9,2
O=C(Nc1ccccc1C(=O)N/N=C/c1ccc(O)cc1)c1ccccc1,-8,-8,-0.6,-2,2,·,-5,-3,4,-3
Cc1nn(-c2ccccc2)c2nc(C(F)(F)F)[nH]c(=O)c12,1,-4,-0.2,3,2,2,0,-4,3,-1
CS(=O)(=O)c1ccc(N2CCOCC2)c(S(C)(=O)=O)c1,1,0,-0.3,6,6,-19,-2,20,5,-4
O=C(CC1(C(=O)O)CCCC1)N1CCOCC1,4,-9,-1.0,1,-4,-13,-5,-6,6,6
CN1C(=O)[C@H]2[C@@H](C3CC3)N3C(=O)CN(CCO)C(=O)[C@@]3(Cc3ccccc3)[C@H]2C1=O,2,1,0.1,-6,-2,-23,4,20,4,2
COc1ccc(Br)cc1C(=O)CCC(=O)OCC(=O)Nc1cc(C(N)=O)cc(C(N)=O)c1,-2,3,1.1,·,4,-2,·,·,-2,0
Cc1oc(-c2ccccc2F)nc1CS(=O)CC(=O)NC1CC1 (centres undefined),0,1,0.6,-1,-3,-8,-1,-4,15,7
CC(C)(CNC(=O)c1ccc(-c2ccccc2Cl)o1)N1CCOCC1,-6,16,-1.1,·,-5,-2,-1,·,-6,3
Cc1ccc(NC(=O)COc2ccc3c(c2)OCO3)c(Cl)c1,12,2,0.4,·,7,-7,1,·,-5,-6
CC(C)(O)C#Cc1ccc(CN2CCN(Cc3ccsc3)C(CCO)C2)cc1 (centres undefined),-1,-3,0.3,-1,-2,-8,-9,8,1,-1
CCCCn1cnc2c(SCc3ccccc3Cl)nc(N)nc21,-5,-8,0.3,·,12,-2,·,·,11,-6
Cc1cc(C)cc(N2C(=O)CC(N(C(=O)c3ccco3)c3cc(C)cc(C)c3)C2=O)c1 (centres undefined),-1,-5,-1.1,-3,-3,-12,-2,33,0,2
COc1cccc(-n2nnnc2SCC(=O)N2CCCc3ccccc32)c1,-2,-10,-1.5,4,-2,-5,-3,18,2,-1
CC(C)OCC(O)CSc1ccccn1 (centres undefined),-2,3,-0.8,3,-6,-4,0,-5,-9,7
COc1ccc(Oc2ccc(S(=O)(=O)N3CCCCC3)cc2S(=O)(=O)N2CCCCC2)cc1,-4,0,-0.3,4,8,-2,4,-8,-8,-7
O=C(NC1CCC(O)CC1)c1ccc(Br)o1 (centres undefined),2,-5,-0.1,·,-5,-7,1,·,2,2
Cc1nc2ccc(C(=O)NCCCn3ccnc3)cn2c1N(C)CC1CCCCC1,-4,-3,-0.6,·,-9,·,·,·,6,·
CCOC(=O)c1c(CN2CCN(C)CC2)n(-c2ccccc2)c2cc(Br)c(O)cc12,-4,-10,-0.9,-3,-11,-8,1,13,2,22
O=c1oc2c3c(nn2c2ccccc12)CCCC3,-6,-13,-1.3,6,1,-11,9,-9,-1,1
O=C(COC(=O)c1ccccc1F)c1ccc(-n2nncc2-c2ccco2)cc1,0,-1,-0.7,2,0,2,-5,13,10,5
Cc1cc(NC(=O)Cn2nc3c(cc2=O)CCCC3)ccc1Br,-4,-4,-0.5,4,6,4,-9,21,3,3
O=C(c1cc(C2CCCCN2C(=O)OCCF)on1)N1CCOCC1 (centres undefined),0,-6,0.0,·,-2,·,·,·,-5,·
Cc1sc(NC(=O)CCC(=O)O)c(C#N)c1C,1,-7,-0.7,-1,3,-8&-10,5,-3,18,1

2 of the compounds above, as labelled records.
O=c1oc2c3c(nn2c2ccccc12)CCCC3
  Anthrax LF prot: -6; BoNT-F LC inh: -13; BoNT A protease: -1.3; 3CLpro inhibitor: 6; PrPC TRFRET: 1; SSB-PriA inh: -11; Rv3671c inh: 9; DUSP3 inh: -9; CCHFV vOTU inh: -1; MazEF act: 1

CCOC(=O)c1c(CN2CCN(C)CC2)n(-c2ccccc2)c2cc(Br)c(O)cc12
  Anthrax LF prot: -4; BoNT-F LC inh: -10; BoNT A protease: -0.9; 3CLpro inhibitor: -3; PrPC TRFRET: -11; SSB-PriA inh: -8; Rv3671c inh: 1; DUSP3 inh: 13; CCHFV vOTU inh: 2; MazEF act: 22

(cont.)
Structure,Anthrax LF prot,BoNT-F LC inh,BoNT A protease,3CLpro inhibitor,PrPC TRFRET,SSB-PriA inh,Rv3671c inh,DUSP3 inh,CCHFV vOTU inh,MazEF act
COc1ccccc1Cc1c(-c2ccc(C)cc2)nc2ccc(Cl)cn12,13,-11,15,·,7,·,·,·,-2,·
COc1ccc(CCNC(=O)c2ccc(F)c(S(=O)(=O)N3CCCCC3)c2)cc1,-5,-13,-1.2,·,4,·,·,·,0,1
COc1ccc(N2CCN(C(=O)CCc3nnc4ccc(N5CCCC5)nn34)CC2)cc1,-3,6,-0.1,4,-3,8,8,34,-5,10
CNS(=O)(=O)c1cccc(C(=O)OCC(=O)Nc2sc3c(c2C#N)CCCCC3)c1,-1,1,-0.2,1,-5,15,-29,-12,-3,1
CCc1nc(C)c(-c2ccccc2)c(=O)[nH]1,-4,-13,-0.3,5,5,-12,-3,-20,-1,4
COc1ccc(C(=O)NCCc2ccccn2)cc1S(=O)(=O)Nc1ccc(Br)cc1,4,0,-0.5,·,-4,-4,-8,·,-5,4
Cc1cc(Oc2ccc(C#N)cc2)nc(NCc2ccccc2)n1,2,3,0.6,8,6,-6,2,18,4,-5
Cc1cc(C)cc(NC(=O)NC(C)C2CCCO2)c1 (centres undefined),-2,-3,-0.4,5,-4,-9,-17,4,-4,7
O=C(O)c1ccc(OS(=O)(=O)c2ccc(Cl)s2)c(Cl)c1,2,-6,-0.2,·,-2,5,-5,·,3,-3
CCc1nnc(NC(=O)CN2CCN(Cc3cccc(Cl)c3)CC2)s1,-5,?,-1.2,-2,7,-4,0,21,-4,4
CC#CC[N+](C)(C)CCCCCCCCCCCC,0,0,0.3,2,25*,-17,2,-13,5,18
CC(=O)Nc1n[nH]c(S(=O)(=O)Cc2ccc(Cl)cc2Cl)n1,-8,-8,0.0,-3,5,-12,9,19,16,0
Cc1ccc(S(=O)(=O)CC(O)COc2ccc(C#N)cc2)cc1 (centres undefined),-1,0,0.1,-2,7,-14,0,31,-4,8
CC1(C)C2CCC1(CS(=O)(=O)NCc1ccc(C(F)(F)F)cc1)C(=O)C2 (centres undefined),7,-7,-3.3,3,1,1,1,-3,13,1
S=C(NCc1ccccc1)NCc1cccc(CNC(=S)NCc2ccccc2)c1,0,-1,0.2,5,0,-11,-87,2,-1,38
c1ccc(CNc2cccnc2)cc1,1,-4,-0.7,·,3,·,·,·,-6,7
O=S(=O)(Nc1ccc(-c2nc3ccccc3o2)cc1)c1ccccc1,-3,-7,?,4,-5,-2,-18,-5,11,-3
CC1CCN(C(=O)COc2ccc(S(=O)(=O)N3CCCC3)cc2)CC1,2,-11,-0.2,1,-2,-2,2,-12,-1,14
CC(C)C(=O)Nc1sc2c(c1C(N)=O)CCN(Cc1ccccc1)C2,-9,-8,-0.8,-6,-3,-1,0,10,-2,-5
COc1ccc(NC(=O)NNC(=O)c2cc3occc3n2C)c(OC)c1,-1,-5,0.1,-3,-3,5,-1,51*,-15,7
COC(=O)[C@@]1(Cc2ccc(F)cc2)[C@H]2c3cc(C(=O)N4CCCC4)n(CCN4CCNC4=O)c3C[C@H]2CN1C(=O)c1ccccc1,8,0,-0.4,·,-4,·,·,·,27,·
Cc1cccc(N2CCN(c3nnnn3-c3ccccc3)CC2C)c1 (centres undefined),1,-2,2.0,6,4,3,-4,-6,7,6
CCc1cccc(C)c1NC(=O)C1CCCN1C(=O)NCc1ccccc1 (centres undefined),0,-17,-4.2,0,-8,-2,-5,41,-9,1
O=C(NNC1CC(=O)N(c2ccc(Cl)cc2)C1=O)c1ccccn1 (centres undefined),-1,1,0.2,3,-2,7,1,20,13,3

An excerpt from above with just Anthrax LF prot and Rv3671c inh.
compound,Anthrax LF prot,Rv3671c inh
CC(C)(O)C#Cc1ccc(CN2CCN(Cc3ccsc3)C(CCO)C2)cc1 (centres undefined),-1,-9
CCCCn1cnc2c(SCc3ccccc3Cl)nc(N)nc21,-5,·
Cc1cc(C)cc(N2C(=O)CC(N(C(=O)c3ccco3)c3cc(C)cc(C)c3)C2=O)c1 (centres undefined),-1,-2

Further records
Structure,Anthrax LF prot,BoNT-F LC inh,BoNT A protease,3CLpro inhibitor,PrPC TRFRET,SSB-PriA inh,Rv3671c inh,DUSP3 inh,CCHFV vOTU inh,MazEF act
O=C(COc1ccc(Cl)cc1)NCc1nnc(SCC(=O)N2CCCc3ccccc32)o1,2,12,0.7,6,-7,-2,2,11,7,12
CC(C)CC(C(=O)N1CCc2ccccc2C1)N1C(=O)c2ccccc2C1=O (centres undefined),2,17,0.8,2,-7,-4,-2,42,11,-2
CCCCNC(=O)C1Cc2cc(S(=O)(=O)N3CCCC3)ccc2N1C(C)=O (centres undefined),1,-4,0.0,-1,1,-7,-5,1,14,4
O=C(CCC(=O)N1CCOc2ccccc21)NC1CCN(Cc2ccccc2)CC1,-9,1,-0.4,-4,-10,-12,3,21,-2,13
CC(=O)Nc1ccc(S(=O)(=O)NC2CC(=O)N(c3ccc(C)cc3)C2)cc1 (centres undefined),·,·,·,·,7,11,-6,·,5,-1
COc1ccc2oc(=O)c(-c3nc4ccccc4o3)cc2c1,6,3,17,6,-3,-1,-1,22,-21,11
CCOc1ccc2nc(SCC(=O)N(C)C3CCS(=O)(=O)C3)[nH]c2c1 (centres undefined),-3,-18,0.6,3,6,-6,-1,19,1,7
O=C(NCc1ccco1)/C(=C\c1ccccc1)NC(=O)c1ccccc1,8,6,1.5,1,4,-19,-2,38,-7,8
Cc1ccc(NS(=O)(=O)c2cc([N+](=O)[O-])ccc2NNC(=S)Nc2cccc(Cl)c2)c(C)c1,-4,-33,-1.0,6,·,68,-25,-9,·,2
O=C1c2ccccc2C(c2nnnn2-c2ccc3c(c2)OCCO3)N1C1CC1 (centres undefined),-11,-5,-0.3,·,-7,·,·,·,18,·
Cc1ccc(OCc2cc(C(=O)N3CCC(C(O)C(C)C)CC3)no2)cc1C (centres undefined),-1,-1,-1.1,-1,12,-5,-16,-15,33*,4
CCOc1ccc(-c2c(C(=O)N/N=C(\C)c3ccncc3)nnn2-c2nonc2N)cc1,-2,4,0.4,5,3,·,-6,14,-8,24
NC1=NC(c2ccc(Cl)cc2)n2c(nc3ccccc32)N1 (centres undefined),-5,?,-0.4,2,0,-7,3,-5,3,8
CCC(NS(=O)(=O)c1ccc(OC)cc1)C(=O)O (centres undefined),12,7,1.4,1,4,-12,1,-8,-18,5
COc1ccc(NS(=O)(=O)c2cc(NC(=O)c3ccccc3)ccc2N2CCOCC2)cc1,-1,?,-3.4,·,-1,-3,-14,·,4,6
COc1ccc(CN2CCN(C3CCC3)CC2CCO)cc1C (centres undefined),13,?,?,-3,-2,-6,-4,4,-12,4
COc1ccc(-n2nnc3c(SCc4ccccc4)ncnc32)cc1,-8,-5,-0.6,0,-1,-11&-2,0,20,2,-2
Cc1no[n+]([O-])c1COc1ccc(/C=N/n2nnnc2N)cc1,2,1,0.6,2,-9,·,-3,-8,4,0
O=C1/C(=C/c2ccccc2O)SC(=S)N1Cc1cccnc1,-3,-2,0.8,-2,7,0,-11,-5,-1,-7
CCOC(=O)c1[nH]c(C)c(C(=O)OCCOc2cccc(C)c2)c1C,-2,-7,-0.4,-1,-3,-14,-11,13,-1,0
Cc1ccc(S(=O)(=O)NC(=O)Nc2ncc3c(n2)CC(c2ccco2)CC3=O)cc1 (centres undefined),-3,-7,-0.8,3,1,5,4,13,-13,1
CN(Cc1cccc(C(F)(F)F)c1)C(=O)[C@H]1O[C@@H](n2ccc(N)nc2=O)[C@H](O)[C@@H]1O,1,0,-0.3,·,-1,·,·,·,-9,·
O=C(OCC(=O)N1CCCC1)c1cccc(Br)c1,1,-5,-0.7,-5,6,-2,3,12,3,-2
O=C(CNS(=O)(=O)c1ccc(Cl)c(C(F)(F)F)c1)NC1CCCCCC1,-3,3,1.5,·,-4,-5,-1,·,21,6

Source: PubChem BioAssay (several laboratories)
